From PubChem BioAssay
IEC-6 cytotox: cytotoxicity in IEC-6 intestinal epithelial cells, primary screen, cytotoxicity control for KLF5 inhibitor project, cell-based, luminescence. IEC-6 cytotoxicity, luminescence viability. inhibition, % at 5 µM. 0.78% of 290,000 active. AID 1825, 2009; in the data active = inhibition above about 22%;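 also: 0% = plate median of test compound wells and 100% = cytotoxic reference compound wells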
HIF activator: HIF pathway transcriptional activators, primary screen, cell-based, U2OS HRE-luciferase, luminescence | U2OS HRE-luciferase reporter; normalized: DMSO 0%, desferrioxamine 100% | activation, % at 7.5 µM (by protocol) | AID 1910, 2009 | 0.32% of 300,000 active;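 active = mean activation of at least 10% of the iron chelator positive control signal, with at least half of replicates also reaching 10%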
HSF-1 act: HSF-1 activators, primary screen, NIH3T3-HGL cells, MG132 stress, luminescence, single point. 1.7% of 300,000 active. activation, % at 9 µM. NIH3T3-HGL HSF-1 luciferase reporter, 8 h; 100% = twice DMSO control signal;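 active = mean replicate activation of at least 50% with a set share of replicates each reaching 50%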;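 also: 0% = median of the neutral control wells and 100% = twice that signal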
Platelet DG rel: inhibitors of platelet dense granule secretion, primary screen, cell-based, MLPCN, human platelets; human platelet-rich plasma, SFLLRN dense granule ATP release, luminescence; inhibition, %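 (compounds screened at 7.5 µM in platelet-rich plasma)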; 0.22% of 300,000 active; AID 1663, 2009;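 active = mean replicate score, as percent of positive control, at or above 50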
KLF5 inhibitor: KLF5 expression inhibitors, primary screen, DLD-1 cells, luminescence; 0.23% of 290,000 active; AID 1700, 2009; inhibition, % at 5 µM; DLD-1 KLF5 promoter-luciferase reporter;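 active = inhibition above a per-plate limit of that plate's mean compound inhibition plus 3 SD, cut at about 60% in these data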;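 also: 0% = DMSO wells and 100% = LY294002 at 200 µM; higher means less KLF5 promoter-driven luciferase light; inactives centre near -14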
HSP90 inh: HSP90 inhibitors, primary screen, cell lysate, luminescence. inhibition, % at 5.6 µM. Rabbit reticulocyte lysate, luciferase refolding luminescence, 3 h. AID 1789, 2009. 0.91% of 290,000 active;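 active = inhibition above the screen-wide mean plus 3 SD, computed separately per campaign, cut at about 16% in these data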;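 also: 0% = DMSO wells and 100% = 60 µM geldanamycin wells; inhibitors lower the luminescence because luciferase stays unfolded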
aSyn 5UTR inh: MLPCN primary screen, SNCA 5' untranslated region. alpha-synuclein 5'UTR reporter, inhibitor activity. inhibition, % (tested at 7.5 µM). 0.82% of 300,000 active. AID 1813, 2009; in the data active = inhibition above about 60%;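 also: H4 neuroglioblastoma cells stably carrying SNCA 5'UTR luciferase fusion; 0% = DMSO wells and 100% = positive control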
AI-2 QS modul: Vibrio harveyi AI-2 quorum sensing modulators, primary screen, JMH597 strain, luminescence/OD600 ratio | 0.4% of 300,000 active | activity change, % at 7.5 µM | Vibrio harveyi JMH597 AI-2 luminescence/OD600 ratio, 9 h; active compounds read low; strain lacks LuxN and CqsS sensors; 0 = neutral-control median; in the data active = activity change below about -75%, passing the limit was not always enough;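 also: luminescence divided by OD600 gain over 9 h not by final OD600 alone; inactives centre near 13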
SKKanGAS inh: S. pyogenes SKKanGAS growth inhibitors in kanamycin, primary screen, streptokinase expression inhibitor project, SKKanGAS strain, BacTiter-Glo luminescence; 6 h; inhibition, % at 7.5 µM; 1.3% of 300,000 active; AID 1662, 2009;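 active = mean replicate score, as percent of positive control median, at least 50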;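 also: strain carries kanamycin resistance gene driven by streptokinase promoter and grows in 40 µg/ml kanamycin; loss of luminescence reflects streptokinase promoter inhibition or plain growth inhibition; 0% = median of DMSO wells and 100% = positive control at its reference dose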
HSF1 inhib: HSF1 inhibitors in luciferase reporter cells, primary screen, cell-based, NIH3T3, luminescence; activity change, negative = inhibition, % at 7.5 µM (by protocol); 0.77% of 300,000 active; AID 2098, 2009; NIH3T3-HGL HSE-luciferase, MG132-induced, luminescence 8 h; active compounds read low;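 active = more than half of replicate wells show activity change below -50%, luminescence cut by over half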;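 also: luciferase reports HSF-1 transcriptional activity via heat shock element; 0% = median of DMSO wells and -100% = zero luminescence signal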
* marks the source's active call; other numbers are inactive results.

Screening COc1ccc([N+](=O)[O-])cc1NC(=O)CS(=O)(=O)c1ccc(C)cc1 returned IEC-6 cytotox 5, HIF activator 0.3, HSF-1 act 2, Platelet DG rel -15, KLF5 inhibitor -1, HSP90 inh 2, aSyn 5UTR inh 28, AI-2 QS modul 2, SKKanGAS inh 0 and HSF1 inhib 2.
`CCOc1ccc(C(=O)CCC(=O)N2CCN(c3ncccn3)CC2)cc1` gave IEC-6 cytotox 0, HIF activator 0.2, HSF-1 act 3, Platelet DG rel 2, KLF5 inhibitor 3, HSP90 inh 5, aSyn 5UTR inh 1, AI-2 QS modul -2, SKKanGAS inh -14 and HSF1 inhib -1.
For CCOc1ccc(S(=O)(=O)N2CCC(C(=O)NCC3CCCO3)CC2)cc1C (stereo not given) the results were IEC-6 cytotox 6, HIF activator 0.3, HSF-1 act -10, Platelet DG rel -5, KLF5 inhibitor -7, HSP90 inh -3, aSyn 5UTR inh 31, AI-2 QS modul 3, SKKanGAS inh 3 and HSF1 inhib 2.
`Nc1ccc2c(C(F)(F)F)cc(=O)oc2c1` gave IEC-6 cytotox 2, HIF activator -0.3, HSF-1 act 0, Platelet DG rel -5, KLF5 inhibitor -17, HSP90 inh 3, aSyn 5UTR inh 16, AI-2 QS modul -2, SKKanGAS inh 4 and HSF1 inhib 2.
Cc1ccc(Nc2nc(N)[nH]c(=O)c2N=O)cc1 was read as IEC-6 cytotox -1, HIF activator -1.8, HSF-1 act -2, Platelet DG rel 9, KLF5 inhibitor -21, HSP90 inh 0, aSyn 5UTR inh -26, AI-2 QS modul -2, SKKanGAS inh 3 and HSF1 inhib 8.
CC1CC(O)(CC(O)(c2ccccc2)c2ccccc2)C(C)CN1C (stereo not given) was read as IEC-6 cytotox 0, HIF activator -17, HSF-1 act 8, Platelet DG rel -4, KLF5 inhibitor 15, HSP90 inh 4, aSyn 5UTR inh -13, AI-2 QS modul 21, SKKanGAS inh 3 and HSF1 inhib -10.
`CCOc1ccc(CCNC(=O)CCS(=O)(=O)c2ccc(Br)cc2)cc1OCC` gave IEC-6 cytotox -8, HIF activator -0.6, HSF-1 act -9, Platelet DG rel -1, KLF5 inhibitor -22, HSP90 inh -5, aSyn 5UTR inh 5, AI-2 QS modul 8, SKKanGAS inh 4 and HSF1 inhib -3.
COc1cc(/C=C(/NC(=O)c2ccccc2)C(=O)Nc2ccc(O)cc2)c([N+](=O)[O-])cc1OC was read as IEC-6 cytotox 1, HIF activator 0.0, HSF-1 act -3, Platelet DG rel -1, KLF5 inhibitor -23, HSP90 inh 4, aSyn 5UTR inh -14, AI-2 QS modul 13, SKKanGAS inh 2 and HSF1 inhib 3.
Screening Nc1c(C(=O)N/N=C/c2cccnc2)oc2nc(-c3ccccc3)cc(-c3ccco3)c12 returned IEC-6 cytotox -9, HIF activator -0.4, HSF-1 act 10, Platelet DG rel 19, KLF5 inhibitor -27, HSP90 inh 1, aSyn 5UTR inh -10, AI-2 QS modul 11, SKKanGAS inh 25 and HSF1 inhib -1.
`CN(C)S(=O)(=O)c1cccc(NC(=S)N/N=C/c2cccc(O)c2)c1` gave IEC-6 cytotox 1, HIF activator -0.1, HSF-1 act 6, Platelet DG rel 2, KLF5 inhibitor -4, HSP90 inh -2, aSyn 5UTR inh 1, AI-2 QS modul 17, SKKanGAS inh -4 and HSF1 inhib -5.
`CCOC(=O)c1ccc(NC(=O)NNC(=O)CCc2ccc(OC)cc2)cc1` gave IEC-6 cytotox -6, HIF activator -0.2, HSF-1 act -3, Platelet DG rel 2, KLF5 inhibitor -31, HSP90 inh -4, aSyn 5UTR inh 41, AI-2 QS modul 21, SKKanGAS inh 12 and HSF1 inhib -6.
Screening O=C(CCC1CCCCC1)Nc1ccc(C(=O)c2ccncc2)cc1 returned IEC-6 cytotox -1, HIF activator 1.1, HSF-1 act -21, Platelet DG rel -3, KLF5 inhibitor -11, HSP90 inh 0, aSyn 5UTR inh 14, AI-2 QS modul 17, SKKanGAS inh -3 and HSF1 inhib -4.
Screening O=C(COc1ccc(Cl)cc1)NCc1nnc(SCC(=O)NC2CCCCC2)o1 returned IEC-6 cytotox 3, HIF activator 0.5, HSF-1 act 4, Platelet DG rel 2, KLF5 inhibitor -24, HSP90 inh 0, aSyn 5UTR inh -2, AI-2 QS modul -2, SKKanGAS inh -25 and HSF1 inhib 13.
For Cc1nc(-c2ccc(C(=O)Nc3cccc(Br)c3)cc2)cs1 the results were IEC-6 cytotox 3, HIF activator 2.0, HSF-1 act 56*, Platelet DG rel 3, KLF5 inhibitor -45, HSP90 inh 10, aSyn 5UTR inh -143, AI-2 QS modul 44, SKKanGAS inh 10 and HSF1 inhib 14.
For O=C(OCCOCCN=C1NS(=O)(=O)c2ccccc21)c1ccccc1Br the results were IEC-6 cytotox 6, HIF activator 0.3, HSF-1 act -1, Platelet DG rel -14, KLF5 inhibitor -10, HSP90 inh -2, aSyn 5UTR inh -17, AI-2 QS modul 27, SKKanGAS inh -9 and HSF1 inhib 0.
Screening COc1ccc(/C(C)=N/Nc2ccc(C(=O)O)cc2)c(OC)c1 returned IEC-6 cytotox 6, HIF activator 0.9, HSF-1 act -7, Platelet DG rel -9, KLF5 inhibitor -20, HSP90 inh 22*, aSyn 5UTR inh -140, AI-2 QS modul -58, SKKanGAS inh 8 and HSF1 inhib -7.
COc1cc(/C=C/C(=O)O)cc(S(=O)(=O)Nc2ccc(F)cc2)c1OC was read as IEC-6 cytotox -1, HIF activator -0.2, HSF-1 act -8, Platelet DG rel -2, KLF5 inhibitor -19, HSP90 inh 1, aSyn 5UTR inh 14, AI-2 QS modul 15, SKKanGAS inh 25 and HSF1 inhib -2.
O=C(CN(c1ccc2c(c1)OCCO2)S(=O)(=O)c1ccccc1)NCC1CCCO1 (stereo not given) was read as IEC-6 cytotox -4, HIF activator -21, HSF-1 act 14, Platelet DG rel -4, KLF5 inhibitor -35, HSP90 inh 4, aSyn 5UTR inh 18, AI-2 QS modul -5, SKKanGAS inh 1 and HSF1 inhib 4.
CC1CN(CC(O)COc2ccc(C(=O)c3ccccc3)cc2)CC(C)O1 (stereo not given) was read as IEC-6 cytotox 4, HIF activator -28, HSF-1 act -2, Platelet DG rel 0, KLF5 inhibitor -15, HSP90 inh 5, aSyn 5UTR inh -2, AI-2 QS modul 5, SKKanGAS inh -1 and HSF1 inhib -3.
`O=S(=O)(c1ccccc1)c1nc(-c2ccccc2F)oc1NCc1cccnc1` gave IEC-6 cytotox 2, HIF activator -0.8, HSF-1 act -9, Platelet DG rel -23, KLF5 inhibitor -29, HSP90 inh 2, aSyn 5UTR inh 5, AI-2 QS modul 2, SKKanGAS inh -3 and HSF1 inhib -16.
For Cc1ccc(C(=O)N2c3ccc(F)cc3CCC2C)o1 (stereo not given) the results were IEC-6 cytotox -7, HIF activator -0.9, HSF-1 act 8, Platelet DG rel 0, KLF5 inhibitor -6, HSP90 inh 1, aSyn 5UTR inh 27, AI-2 QS modul 26, SKKanGAS inh -22 and HSF1 inhib -1.
CCOc1cc([C@H]2[C@@H]3CCCC[C@]3(O)CCN2CC(=O)NCc2ccco2)ccc1O was read as IEC-6 cytotox 2, HIF activator 0.4, HSF-1 act -10, Platelet DG rel 3, KLF5 inhibitor -18, HSP90 inh 0, aSyn 5UTR inh 15, AI-2 QS modul 12, SKKanGAS inh 5 and HSF1 inhib -2.
For Cc1cc(C)c(C#N)c(SCC(=O)Nc2ccc(S(=O)(=O)Nc3ncccn3)cc2)n1 the results were IEC-6 cytotox 1, HIF activator -0.7, HSF-1 act 3, Platelet DG rel -2, KLF5 inhibitor 9, HSP90 inh 3, aSyn 5UTR inh -8, AI-2 QS modul 0, SKKanGAS inh -7 and HSF1 inhib -6.
`O=C(NCC1CCCN(C(=O)CN2CCCCC2)C1)c1ccccc1Cl` (stereo not given) gave IEC-6 cytotox 0, HIF activator 1.1, HSF-1 act -10, Platelet DG rel -2, KLF5 inhibitor 1, HSP90 inh -1, aSyn 5UTR inh -3, AI-2 QS modul 9, SKKanGAS inh -4 and HSF1 inhib 0.
c1ccc2[nH]c(-c3ccc4c(c3)OCO4)nc2c1 was read as HIF activator -0.2, HSF-1 act -1, Platelet DG rel 73*, aSyn 5UTR inh 79*, AI-2 QS modul -4, SKKanGAS inh 31 and HSF1 inhib 1.
O=C(Cn1nc(Cl)nc1Cl)c1ccc([N+](=O)[O-])cc1 was read as IEC-6 cytotox -10, HIF activator 0.5, HSF-1 act 27, Platelet DG rel -3, KLF5 inhibitor -8, HSP90 inh 5, aSyn 5UTR inh -22, AI-2 QS modul 22, SKKanGAS inh 1 and HSF1 inhib 13.
For CCOC(=O)Cn1c(=O)oc2cc(S(=O)(=O)N3CCCC(C(=O)OCC)C3)ccc21 (stereo not given) the results were IEC-6 cytotox 0, HSF-1 act 6, Platelet DG rel 5, KLF5 inhibitor -38, HSP90 inh 2, aSyn 5UTR inh -29, AI-2 QS modul 21, SKKanGAS inh 3 and HSF1 inhib 2.
For O=C(O)CSCNC(=O)CC12CC3CC(CC(C3)C1)C2 the results were IEC-6 cytotox 4, HIF activator 0.0, HSF-1 act 12, Platelet DG rel 0, KLF5 inhibitor 4, HSP90 inh -1, aSyn 5UTR inh -7, AI-2 QS modul 25, SKKanGAS inh -1 and HSF1 inhib -1.
For C=CCSc1nc(Oc2ccccc2)c2sccc2n1 the results were IEC-6 cytotox 4, HIF activator -0.7, HSF-1 act 5, Platelet DG rel 5, KLF5 inhibitor 26, HSP90 inh -1, aSyn 5UTR inh 43, AI-2 QS modul 16, SKKanGAS inh 33 and HSF1 inhib -2.
For COc1ccc(CNC(=O)Nc2cccc(C)c2)cc1 the results were IEC-6 cytotox -5, HIF activator 0.9, HSF-1 act 10, Platelet DG rel 0, KLF5 inhibitor -86, HSP90 inh -1, aSyn 5UTR inh -153, AI-2 QS modul -92*, SKKanGAS inh -3 and HSF1 inhib 24.
Screening Cc1cc(C)cc(NC(=O)CSc2nc(CSc3ccc(Cl)cc3)cc(=O)[nH]2)c1 returned IEC-6 cytotox -3, HIF activator 0.0, HSF-1 act 1, Platelet DG rel 2, KLF5 inhibitor -10, HSP90 inh 0, aSyn 5UTR inh 2, AI-2 QS modul 4, SKKanGAS inh 9 and HSF1 inhib -2.
Screening CC(C)CC(=O)Nc1ccc2c(c1)nc(CCN1CCCCC1)n2C returned IEC-6 cytotox 0, HIF activator -1.3, HSF-1 act 3, Platelet DG rel 4, KLF5 inhibitor -25, HSP90 inh -3, aSyn 5UTR inh 11, AI-2 QS modul 3, SKKanGAS inh 1 and HSF1 inhib 2.

2 entries picked at random from the list so far:
`CCOC(=O)c1ccc(NC(=O)NNC(=O)CCc2ccc(OC)cc2)cc1` gave IEC-6 cytotox -6, HIF activator -0.2, HSF-1 act -3, Platelet DG rel 2, KLF5 inhibitor -31, HSP90 inh -4, aSyn 5UTR inh 41, AI-2 QS modul 21, SKKanGAS inh 12 and HSF1 inhib -6.
Screening CC(C)CC(=O)Nc1ccc2c(c1)nc(CCN1CCCCC1)n2C returned IEC-6 cytotox 0, HIF activator -1.3, HSF-1 act 3, Platelet DG rel 4, KLF5 inhibitor -25, HSP90 inh -3, aSyn 5UTR inh 11, AI-2 QS modul 3, SKKanGAS inh 1 and HSF1 inhib 2.
